RTF Ca sens inh: cardiac RTF calcium sensitivity inhibitors, primary screen, biochemical, IANBD-TnC fluorescence, EC70 calcium. IANBD-labeled cardiac RTF, Ca2+ fluorescence. inhibition, % at 7.15 µM. 0.12% of 340,000 active. AID 493244, 2011;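 active means inhibition above the mean inhibition of all tested compounds plus 3 SD, cut at about 17% in these data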;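 further: assay run at fixed EC70 calcium of 1.6 mM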
Rtt109 Vps75: inhibitors of C. albicans Rtt109/Vps75 HAT, primary screen, biochemical, ThioGlo CoA-SH fluorescence, plate reader. Histone acetyltransferase RTT109 (Candida albicans (strain SC5314 / ATCC MYA-2876)), …. purified Rtt109/Vps75, 4 h. 0.16% of 330,000 active. inhibition, % at 34.9 µM. AID 540336, 2011;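 active means inhibition of at least 50% in every replicate; inconclusive means best replicate reaches 50% inhibition but some replicates fall short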
Target sequence (Q5AAJ8 whole entry, looked up): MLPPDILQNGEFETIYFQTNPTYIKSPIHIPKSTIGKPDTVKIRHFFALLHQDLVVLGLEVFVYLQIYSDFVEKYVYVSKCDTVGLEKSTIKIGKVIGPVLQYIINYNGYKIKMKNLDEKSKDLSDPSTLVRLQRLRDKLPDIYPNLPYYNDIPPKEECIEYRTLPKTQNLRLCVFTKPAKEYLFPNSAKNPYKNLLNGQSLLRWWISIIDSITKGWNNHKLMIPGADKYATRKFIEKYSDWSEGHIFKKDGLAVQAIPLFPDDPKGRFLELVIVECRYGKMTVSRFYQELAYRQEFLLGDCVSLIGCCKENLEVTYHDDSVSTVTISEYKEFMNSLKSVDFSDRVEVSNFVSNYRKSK
CAL PDZ FP-1: untagged CAL PDZ binding inhibitors, primary screen, biochemical, fluorescence polarization, HTS | Golgi-associated PDZ and coiled-coil motif-containing protein (Homo sapiens), Q9HD26 | purified CAL PDZ, TMR-peptide fluorescence polarization, 1 h | inhibition, % at 24.9 µM | 0.92% of 300,000 active | AID 602252, 2012;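 active means mean inhibition of at least 30% with at least half of replicates also reaching 30%; inconclusive means no clear call, values can overlap the other calls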;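 further: 0% = DMSO neutral control and 100% = excess unlabeled competitor peptide PRC23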
CAL PDZ FP-2: CAL PDZ peptide-binding inhibitors, primary screen, biochemical, fluorescence polarization, Cer-tagged CAL PDZ, HTS; AID 504414, 2011; inhibition, % at 20 µM; purified CAL PDZ, TMR-peptide fluorescence polarization, 1 h; Golgi-associated PDZ and coiled-coil motif-containing protein (Homo sapiens), Q9HD26; 0.02% of 330,000 active;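 active means highest replicate inhibition of at least 40%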;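 further: plate controls were DMSO neutral control wells for no effect and unlabeled competitor peptide control wells for full effect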
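Read-out basis: mP drop reported as inhibition | Assay system: Tagged CAL PDZ protein CerCALP, purified | Benchmarks: Unlabelled peptide for full inhibition, DMSO wells as neutral | Schedule: 1 h incubation at room temperature before polarization reading | Buffer or medium: Sodium phosphate/NaCl buffer pH 7.4 with TCEP, IgG, Thesit | Doses: Single point, 20 µM | Measured by: Fluorescence polarization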
DAGLB inh: DAGLB lipase inhibitors, primary screen, biochemical, fluorescence, HTS. Diacylglycerol lipase-beta (Homo sapiens), Q8NCG7. HEK293T DAGLB membrane lysate, EnzChek fluorogenic substrate. inhibition, % at 5.17 µM. 0.059% of 340,000 active. AID 504411, 2011; in the data active means inhibition above about 34%;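 further: 0% = enzyme with vehicle and 100% = wells lacking enzyme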
Target sequence (Q8NCG7 whole entry, looked up): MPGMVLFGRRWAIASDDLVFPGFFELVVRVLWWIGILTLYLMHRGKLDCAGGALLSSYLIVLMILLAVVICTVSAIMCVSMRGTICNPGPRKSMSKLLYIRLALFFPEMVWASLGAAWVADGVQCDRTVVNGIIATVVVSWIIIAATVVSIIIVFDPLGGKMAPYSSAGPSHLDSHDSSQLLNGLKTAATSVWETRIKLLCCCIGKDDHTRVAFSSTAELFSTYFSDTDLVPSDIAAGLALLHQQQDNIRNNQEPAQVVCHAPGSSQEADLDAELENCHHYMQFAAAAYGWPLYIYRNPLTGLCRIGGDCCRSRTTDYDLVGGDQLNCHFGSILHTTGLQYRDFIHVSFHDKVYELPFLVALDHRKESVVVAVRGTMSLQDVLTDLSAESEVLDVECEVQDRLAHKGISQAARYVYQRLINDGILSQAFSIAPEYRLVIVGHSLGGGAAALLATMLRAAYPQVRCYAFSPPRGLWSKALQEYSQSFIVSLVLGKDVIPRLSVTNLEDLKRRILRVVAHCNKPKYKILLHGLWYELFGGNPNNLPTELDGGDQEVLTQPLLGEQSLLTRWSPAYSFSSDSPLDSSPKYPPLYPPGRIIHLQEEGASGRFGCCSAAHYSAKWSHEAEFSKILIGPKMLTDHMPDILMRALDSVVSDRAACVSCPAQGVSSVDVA
SR-BI uptake up: activators of SR-BI mediated DiI-HDL uptake, primary screen, ldlA[mSR-BI] CHO cells, DiI fluorescence; activation, % at 12.5 µM; 3 h; 100 = double the neutral-control signal; AID 504775, 2011; 0.096% of 320,000 active;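 active means mean replicate activation of at least 60% and every replicate at or above 60%; inconclusive means mean or all-replicate condition met, but not both; inactive means mean below 60% and not all replicates reaching 60%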;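 further: 0% = median plate neutral-control signal and 100% = twice that signal; values of inactives mirror those of a sister screen read the other way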
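material = CHO ldlA[mSR-BI] cells | medium = Ham's F12 with 0.5% BSA, HEPES 25 mM, pH 7.4 | reagent = fluorescent DiI-HDL, 10 µg/mL final | compound dosing = single-point compound dose | incubation = 3 h, 37 °C | measured by = bottom-read fluorescence, 550/595 nm | measure = HDL uptake via cellular fluorescence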
RTF Ca sens act: cardiac RTF calcium sensitivity activators, primary screen, biochemical, IANBD-TnC fluorescence, EC20 calcium; IANBD-labeled TnC RTF fluorescence at EC20 calcium; 0% EC20 calcium, 100% full calcium; activation, % at 7.2 µM; AID 493008, 2010; Troponin I, cardiac muscle (Homo sapiens) + Troponin T, cardiac muscle (Homo sapiens) + …; 0.24% of 340,000 active;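 active means activation above the mean over all tested compounds plus 3 SD, cut at about 30% in these data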;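 further: rise in fluorescence read as greater calcium sensitivity of cardiac thin filaments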
PKA-R2B activ: activators of PKA-R2B holoenzyme, primary screen, biochemical, fluorescence polarization, Cy5-IP20, human | PKA-R2B holoenzyme dissociation; R2B truncated from residue 108, S112A mutant; 0% DMSO only, 100% 113 µM cGMP | activation, % at 11.4 µM | 0.079% of 340,000 active | cAMP-dependent protein kinase catalytic subunit beta (Homo sapiens) + cAMP-dependent …;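 active means activation above a cutoff set at the mean over all compounds plus 3 SD, cut at about 18% in these data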;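 further: higher means more holoenzyme dissociation and a rise in polarization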
Keap1-Nrf2 PPI: Keap1-Nrf2 protein-protein interaction inhibitors, primary screen, biochemical, fluorescence polarization, single point. Keap1 Kelch-Nrf2 peptide fluorescence polarization, 1536-well. 0.15% of 340,000 active. inhibition, % at 9.4 µM. Kelch-like ECH-associated protein 1 (Homo sapiens), Q14145; in the data active means inhibition above about 12%; inconclusive means no clear call, values can overlap the other calls; inactive means below about 7.3%;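 further: human Keap1 Kelch domain with fluorescein labeled Nrf2 9mer peptide probe; 0% = neutral control wells and 100% = peptide positive control; higher means more block of Keap1 binding to Nrf2 peptide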
C-LANA FP: inhibitors of KSHV C-LANA binding to DNA, primary screen, biochemical, fluorescence polarization, FAM-LBS DNA, MBP-C-LANA, single point; Kaposi's sarcoma herpesvirus LANA C-terminal domain (residues 932-1162) DNA binding; inhibition, % at 9 µM; 0.078% of 340,000 active;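 active means highest replicate inhibition at or above 60% at 9 µM, even if other replicates fall short; inactive means all replicates below 60% inhibition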;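 further: 0% = neutral control wells and 100% = 4 µM acridine orange control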
Numbers without * were called inactive; ? = inconclusive; / = not tested or not shown. An unsorted share of the library; any-hit rate near 1.6%.

SMILES	RTF Ca sens inh	Rtt109 Vps75	CAL PDZ FP-1	CAL PDZ FP-2	DAGLB inh	SR-BI uptake up	RTF Ca sens act	PKA-R2B activ	Keap1-Nrf2 PPI	C-LANA FP
CC(=O)Nc1cccc(-c2nn[nH]n2)c1	-9	-6	-2	-1.6	1	/	-3	0	2	-0.4
CN(CC(=O)Nc1ccccc1Br)C(=O)COc1ccc2ccccc2c1	-4	-9	0	-0.6	-1	17	4	-8	-4	0.2
Nn1c(SCC(=O)Nc2ccc(OC(F)F)cc2)nnc(Cc2ccccc2)c1=O	-6	10	-6	-4.4	4	8	-4	-4	-5	-1.4
O=C1NC[C@H](Cc2ccccc2)N(CC2CCN(CCC34CC5CC(CC(C5)C3)C4)CC2)C1=O	1	5	-1	-2.0	1	4	-9	0	0	0.1
CCOC(=O)N1CCN(Cc2nc3cc(NC(=O)c4ccco4)ccc3n2CC)CC1	-3	0	-6	-4.0	1	-10	-2	4	1	-0.6
Cc1ccc([C@@H]2CC=C(C(=O)O)CN2S(=O)(=O)c2ccc(C)cc2)cc1	-13	5	0	-6.1	2	-4	4	6	3	-0.8
CCOc1ccc(CCNC(=O)COC(=O)c2ccc[nH]c2=O)cc1OCC	-2	1	6	-2.4	0	/	1	5	0	2.2
COCCN(C(=O)C1CC1)c1nnc(-c2ccc(C)cc2)s1	1	0	1	-2.0	-3	-38	-7	4	-6	1.3
CCn1c(C)nc2cc(C(=O)N/N=C/c3cccc(OC)c3O)ccc21	-3	-4	-11	-2.7	4	-66	4	3	6	1.6
CC(=O)N1CCN(S(=O)(=O)c2cccc(C(=O)NC3CCCC3)c2)CC1	2	-2	-3	-0.6	0	10	10	0	-2	1.4
Cc1ccc(O)c(N)c1	0	-14	-1	1.0	3	-6	6	4	-3	1.3
COc1ccc(/C=C(/C#N)C(=O)Nc2ccccc2C)cc1C(=O)O	-5	3	-3	0.7	-1	7	0	6	-1	1.8
CCOC(=O)c1[nH]c2ccccc2c1NC(=O)CC(C)C	2	2	-2	0.4	0	-11	-1	-18	-1	-0.6
Cc1cc(C)c2c(C)c(C(=O)NCc3ccncc3)oc2c1	-11	-2	-5	-2.3	0	-21	1	1	4	1.2
O=C(C(=O)N1CCN(c2ccccc2F)CC1)c1cn(CC(=O)N2CCOCC2)c2ccccc12	-5	11	-5	-1.6	0	-31	-8	2	-4	1.3
COC(=O)c1cc(=O)n(Cc2ccc(OC)c(OC)c2)c(=Nc2ccc(F)cc2)s1	0	3	/	-2.1	0	-50	-3	10	-3	-0.1
Cc1cccc(S(=O)(=O)N2CCC(CO)(Cc3ccccc3)CC2)c1	-8	6	-2	-1.4	4	6	1	2	-2	-0.8
Cc1ccc(OCC(=O)N/N=C\c2ccc(O)c([N+](=O)[O-])c2)c([N+](=O)[O-])c1	-10	-8	0	-3.3	5	19	-1	-2	-2	0.7
Cc1[nH]n2c(=O)c3c(nc2c1-c1ccc(Cl)cc1)CCC3	-4	-5	-4	5.2	2	-11	3	-7	1	0.0
COc1cccc(C2=N/C(=C\N(C)C)C(=O)O2)c1	-18	-9	0	-1.0	-1	21	-8	6	1	-0.2
COc1ccc(-c2oc3cc(OC)c(O)c(OC)c3c(=O)c2OC)cc1O	0	-14	-8	-1.3	-5	-53	4	-5	-3	2.5
Cc1ccc(OCCC(=O)OCC(=O)c2c(N)n(CC(C)C)c(=O)n(C)c2=O)cc1	1	6	/	-1.0	-4	-9	-1	-11	0	2.4
COc1ccc(CNC(=O)C(C)N=C2NS(=O)(=O)c3ccccc32)cc1OC (centres undefined)	-6	-1	0	0.1	-2	-4	-5	-6	-1	0.0
O=C(Nc1ccc2c(c1)C(=O)NC2=O)c1ccc2ncsc2c1	2	-5	-8	-0.3	2	14	-3	1	-5	0.7
O=C(CSc1nnc(Cc2ccccc2)n1-c1ccc(F)cc1)N1CCOCC1	-3	3	-4	0.2	2	27	0	4	-2	-1.9
Nc1c(C(=O)NCCN2CCOCC2)c2nc3ccccc3nc2n1CCc1ccccc1F	-14	3	-5	-1.8	-1	16	-6	-3	-4	-1.8
CC(=O)N1c2ccc(S(=O)(=O)NCCc3ccc(Cl)cc3)cc2CC1C (centres undefined)	-5	7	5	-2.4	-3	3	-3	0	6	0.1
COc1c2ccoc2c(OCC=C(C)C)c2oc(=O)ccc12	-26	-10	-4	0.0	-5	-4	0	-2	-6	1.3
O=[N+]([O-])c1ccc(S(=O)(=O)NCCN2CCOCC2)cc1	0	-1	-3	0.2	-2	13	1	-3	-3	1.5
O=C1CC(SC(=NCc2ccc3c(c2)OCO3)Nc2ccccc2)C(=O)N1 (centres undefined)	5	-2	1	0.0	3	1	-3	-5	-2	-0.1
C[C@]12c3[nH]c4ccccc4c3CCN1C(=O)C(CC(=O)NCCc1ccccn1)C[C@@H]2C(=O)N1CCCCC1 (some centres undefined)	-15	5	-5	-0.5	-2	-5	0	5	-7	-0.5
COc1ccc(CNC(=O)CSc2nnc(-c3cccnc3)n2N)cc1	-6	-17	-3	-2.3	1	3	3	1	-4	0.1
Cn1cc(S(=O)(=O)N2CCc3ccccc32)cc1C(=O)Nc1ccc(Cl)cc1	-4	15	6	-1.4	-10	-57	0	7	6	0.7
CC(C)(C)c1ccc(/C=C2\CCn3c2nc2cc(C(=O)O)ccc2c3=O)cc1	-4	16	-2	-1.5	-3	15	-4	-6	-2	1.3
Cc1nonc1NC(=O)CSc1nc(C23CC4CC(CC(C4)C2)C3)nc2ccccc12	-10	-11	11	-3.3	-24	/	-1	5	2	-0.5
CC(=O)Nc1nc(S(=O)(=O)c2ccc(C)cc2)c(Cl)s1	6	6	-4	-2.2	2	11	0	-13	-2	-0.3
Cc1ccc(-c2nc(CS(=O)(=O)CC(=O)NCCN3CCOCC3)c(C)o2)cc1	-3	0	-7	-0.1	-1	-1	3	-1	-8	2.5
Cc1ccc(CNCC(O)(c2ccccc2)c2ccc(Cl)cc2)cc1 (centres undefined)	2	-5	0	-1.8	-11	32	9	4	-4	-0.1
COc1ccc(CC(=O)OCC(=O)NC2CCCC(C)C2C)cc1OC (centres undefined)	1	-3	/	0.0	-4	43	-4	3	-2	-2.8
O=C(NCCC(=O)N1CCCC1)c1ccccc1Cl	4	-3	39*	-0.3	2	11	-5	-3	-4	-0.3
COCC(=O)NC1CCN(C(=O)NCc2ccccc2)CC1	-3	-1	2	-0.5	2	22	3	-2	-3	-0.3
Cc1cc(-c2ccc(/C=N/n3cnnc3)o2)c(C)c([N+](=O)[O-])c1	0	-4	-5	0.4	2	-29	-4	8	-1	-1.3
CCOc1[nH]n(-c2ccccc2)c(=O)c1C=Nc1ccc(F)cc1F	-3	-21	-3	-1.0	2	-37	4	0	-4	0.9
Cn1nnc2cc(C(=O)Nc3ccc(Cl)cc3)ccc21	-10	-5	2	-2.3	4	-27	-1	8	-3	8.5
CCOC(=O)c1c(NC(=S)Nc2ccc(OCC)cc2)sc2c1CCN(C)C2	-3	5	/	-1.1	-4	5	9	0	-9	-2.9
COc1ccccc1NC(=O)N(CCN(C)C)Cc1cc2cc(C)ccc2[nH]c1=O	11	?	-5	-0.8	1	/	3	0	2	0.4
O=C(COC(=O)/C=C/c1cc(Br)ccc1F)Nc1ccc2[nH]c(=O)[nH]c2c1	1	8	3	-3.0	4	-3	-2	11	-4	-1.3
COc1ccc(S(=O)(=O)c2ccc(OC)cc2)cc1	-4	12	-2	-0.7	0	6	3	-4	1	0.3
CC1=C2C(=O)OC(c3ccoc3)C2(C)CCC1 (centres undefined)	-2	4	-4	-3.7	-9	-9	1	14	6	1.1
O=C1N/C(=N/S(=O)(=O)c2ccccc2)S/C1=C/c1cccnc1	-8	1	-6	-3.6	3	19	0	-1	-5	1.2
CN(C(=O)c1cccnc1)c1nnc(-c2cnccn2)s1	-1	-4	/	0.3	0	31	1	-7	-1	-0.5
COc1ccc(N2C(=O)C(Cl)=C(Nc3c(C)n(C)n(-c4ccccc4)c3=O)C2=O)cc1	-5	12	7	-1.0	-1	2	4	4	4	1.0
O=C(NNC(=O)c1cccnc1)Nc1ccc([N+](=O)[O-])cc1	-9	6	-4	0.5	2	15	-6	6	0	3.8
Cc1ccc(CNC(=O)c2ccccc2N)cc1	-8	-6	/	-2.2	2	30	1	-2	-3	2.5
Cc1ccc(C(=O)COc2ccccc2N2C(=O)c3ccccc3C2=O)cc1	-12	-4	-2	-2.1	-1	25	-5	-6	1	0.6
CC(=O)NC(C)c1cc(F)c2cccnc2c1O (centres undefined)	-8	-2	-1	0.0	0	27	-2	-5	-1	3.8
O=C(NC(=S)NCCc1ccccn1)c1ccco1	-5	-5	-1	-1.2	0	31	3	6	-2	1.3
c1ccc(COc2ccc(OCCCNC3CCCC3)cc2)cc1	-12	0	3	-2.3	6	34	-1	-6	-2	-3.5
Cc1cc(C=O)c(O)cc1O	-11	3	-2	0.7	4	20	11	9	0	1.4

Looked up one by one from above, two records:
SMILES	RTF Ca sens inh	Rtt109 Vps75	CAL PDZ FP-1	CAL PDZ FP-2	DAGLB inh	SR-BI uptake up	RTF Ca sens act	PKA-R2B activ	Keap1-Nrf2 PPI	C-LANA FP
O=C(NC(=S)NCCc1ccccn1)c1ccco1	-5	-5	-1	-1.2	0	31	3	6	-2	1.3
c1ccc(COc2ccc(OCCCNC3CCCC3)cc2)cc1	-12	0	3	-2.3	6	34	-1	-6	-2	-3.5
